# Source: PubChem BioAssay
# KAT2A inh: GCN5L2 (KAT2A) acetyltransferase inhibition; Potency, µM (highest dose often 58.9 µM), for inactives: top-dose activity change, negative = inhibition, usual class: inhibitors; hit rate 0.21% among 390,000; GCN5L2 HAT assay, ThioGlo1 CoA-SH fluorescence; Q92830; AID 504327
# Target sequence (Q92830 whole entry, looked up): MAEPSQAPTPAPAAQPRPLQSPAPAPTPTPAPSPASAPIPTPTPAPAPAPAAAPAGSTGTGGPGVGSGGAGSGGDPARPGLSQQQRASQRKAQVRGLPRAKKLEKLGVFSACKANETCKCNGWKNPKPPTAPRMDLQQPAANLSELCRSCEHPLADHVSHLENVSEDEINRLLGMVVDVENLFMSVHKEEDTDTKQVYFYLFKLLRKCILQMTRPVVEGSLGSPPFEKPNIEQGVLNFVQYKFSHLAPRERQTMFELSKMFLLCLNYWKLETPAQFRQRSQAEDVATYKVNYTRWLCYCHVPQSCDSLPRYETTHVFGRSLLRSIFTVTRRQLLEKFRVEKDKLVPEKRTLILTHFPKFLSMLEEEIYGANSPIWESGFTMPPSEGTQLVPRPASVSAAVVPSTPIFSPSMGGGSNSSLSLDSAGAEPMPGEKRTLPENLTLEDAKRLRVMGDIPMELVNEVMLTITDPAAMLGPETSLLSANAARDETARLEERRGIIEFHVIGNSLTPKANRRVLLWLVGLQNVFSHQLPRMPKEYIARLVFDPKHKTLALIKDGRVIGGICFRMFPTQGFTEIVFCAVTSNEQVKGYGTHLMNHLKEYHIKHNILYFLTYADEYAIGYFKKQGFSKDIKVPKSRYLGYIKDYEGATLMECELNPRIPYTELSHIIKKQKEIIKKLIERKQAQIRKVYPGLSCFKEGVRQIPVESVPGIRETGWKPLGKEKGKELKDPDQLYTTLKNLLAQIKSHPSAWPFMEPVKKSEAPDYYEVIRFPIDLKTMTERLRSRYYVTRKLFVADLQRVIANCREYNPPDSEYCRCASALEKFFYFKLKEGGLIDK
#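 Compounds, pin-transferred from DMSO stocks, meet 20nM GCN5L2 for 15 min before the reaction begins with H3(1-25) peptide (75uM) and acetyl-CoA (70uM). Thiol-reactive ThioGlo1 reports CoA release over 20 min at room temperature.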
# DT40 TDP1 no CPT: qHTS for Inhibitors of human tyrosyl-DNA phosphodiesterase 1 (TDP1): qHTS in cells in absence of CPT; DT40 Tdp1-/- hTDP1 cells, no CPT, ATP luminescence, 48 h; Potency, µM (top dose mostly 46.2 µM), for inactives: at the highest dose activity change, negative = growth inhibition, hits mostly inhibitors; hit rate 15% among 420,000; note: nearly all actives have a fitted effect of over 55% in size
#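 Stably hTDP1-transfected Tdp1-null chicken DT40 cells were treated with library compounds minus camptothecin and grown for at least 48 hr at 37 °C, after which cellular ATP was quantified by luminescence.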
# TDP1 cell CPT: growth inhibition of DT40 Tdp1-/-;hTDP1 cells with camptothecin (screen for TDP1 inhibitors) | AID 686979 | hit rate 12% among 420,000 | chicken DT40 Tdp1-/-;hTDP1 cells + 20 nM CPT, ATP luminescence, 48 h | Potency, µM (titrated, usually from 46.2 µM), for inactives: at the highest dose activity change, negative = growth inhibition, usual class: inhibitors; note: nearly all actives have a fitted effect of over 55% in size
#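 Chicken DT40 Tdp1-/- cells stably complemented with human TDP1 were seeded at 400 cells/well in medium containing 20 nM camptothecin, exposed to pin-transferred compounds, and grown at 37 °C for at least 48 hr. Viability was read as ATP luminescence.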
# Numbers without * were called inactive; ? = inconclusive; / = no result given; [ ] = dose if it differs, or a comment. Calls come from the whole dose curve; as a rule, active = well fitted curve in the direction sought with a large enough effect; inconclusive = small, poorly fitted or top-dose-only effect, or another doubt; inactive = no such curve, though single readings can be large; an effect the other way counts as inactive or inconclusive. % is set by controls: 0 for no effect and ±100 for the full control effect; potency is the fitted concentration of half-maximal effect.
# Order of values – DT40 TDP1 no CPT | TDP1 cell CPT | KAT2A inh
Cc1ccc(CNC(=O)c2ccc(Br)o2)cc1
    -14% | 0% | -8%
CC1=NN2C(=N)/C(=C\c3cc(C)n(-c4ccc(C)cc4)c3C)C(=O)N=C2S1
    -16% | -10% | -1%
COc1ccc(/C=N/Nc2ncnc3sc(C)c(C)c23)cc1
    4.1µM* | 2.9µM* | -6%
COc1ccc(C(C(O)C(=O)c2c[nH]c3ccccc23)N2CCN(c3ccccc3)CC2)cc1 (stereo not given)
    26µM* | ? | -6%
Cn1c(-c2ccc(Br)o2)nc2cc(Br)ccc21
    ? | ? | -5%
COc1ccc(-c2ccc3oc(-c4ccsc4)cc(=O)c3c2)cn1
    -30% | -26% | 1%
CC(OC(=O)c1cc(S(=O)(=O)Nc2ccc(F)cc2)ccc1Cl)C(=O)Nc1ccc2c(c1)OCCO2 (stereo not given)
    -23% | -25% | -14%
O=C(c1ccccc1)N1CCN(C2CCCCCC2)CC1
    10% | 5% | 3%
Cc1ccnc2c(O)cccc12
    0.89µM* | 1.3µM* | /
CCOc1cc2[nH]c(=S)n(CCCC(=O)NCc3ccco3)c(=O)c2cc1OCC
    -2% | 5% | ?
CCOc1ccc(NC(=S)N(Cc2ccc(Cl)cc2)Cc2ccco2)cc1
    ? | ? | 0%
COc1cc(OC)cc(C(=O)Nc2cc(NC(=O)c3ccco3)ccc2OC)c1
    18µM* | 23µM* | -3%
C[C@@H]1CN([C@H](C)CO)C(=O)CCCn2cc(nn2)CO[C@H]1CN(C)C(=O)Nc1ccnc(N2CCOCC2)c1
    -10% | 0% | /
Cc1[nH]c2ccc(C(=O)N3CCN(c4cccc(Cl)c4)CC3)cc2c1C
    6.5µM* | 6.5µM* | -28%
COC(=O)c1cc(-c2ccccc2)n[nH]1
    -16% | -5% | -7%
COC(=O)CC1C(=O)NCCN1C(=O)CSc1nc2ccccc2s1 (stereo not given)
    -20% | 8% | -13%
O=C(Nc1cccc(N2CCCC2)c1)c1cccs1
    ? | ? | 0%
CC(=O)N1CCN(C(=O)C2(NC(=O)Nc3cccc(F)c3)CCCCC2)CC1
    9% | 5% | -1%
CC(C)C(=O)Nc1ccccc1Cc1ccccc1
    0% | 4% | -2%
CCN(CC)C1=CC(=O)OC12CCCCC2
    ? | ? | 20µM*
O=c1[nH]c(Cc2cccs2)nc2ccccc12
    -1% | ? | -10%
NC(=O)C1CCN(CC(O)CSc2ccc(F)cc2)CC1 (stereo not given)
    -3% | 5% | -4%
Cc1ccc(N=C2SCCCN2C(=O)c2cccc(N3C(=O)CCC3=O)c2)cc1Cl
    -8% | -4% | -5%
O=C(Nc1c2c(nn1-c1ccc(F)cc1)CS(=O)(=O)C2)C12CC3CC(CC(C3)C1)C2
    ? | -17% | ?
COc1ccc(CCN2C(=O)CC(Cc3cccc(C)c3)C2=O)cc1OC (stereo not given)
    ? | 0% | 3%
COC(=O)c1c(NC(=O)CN2CCN(c3cccc(Cl)c3)CC2)sc(C)c1C
    ? | 9% | -3%
COc1cc(C(O)c2nc(-c3ccc(F)cc3OC)cs2)ccc1F (stereo not given)
    ? | ? | /
CN(C(=O)c1cccc(C(F)(F)F)c1)C1CCCc2ccccc21 (stereo not given)
    ? | ? | -3%
COc1ccccc1Nc1ncc(C(=O)N2CCN(Cc3ccc(OC)c(OC)c3OC)CC2)c2ccccc12
    ? | 18µM* | -7%
Cc1nn(-c2ccccc2)c(OC(=O)C(C)C)c1Sc1ccc(Cl)cc1
    10µM* | ? | 3%
CC(C)Oc1cccc(C(=O)C2CCCN(C(=O)c3cncs3)C2)c1 (stereo not given)
    -19% | ? | ?
CCN(Cc1nc(-c2ccc(OC)c(OC)c2)no1)C(=O)c1ccoc1C
    -19% | -16% | 0%
COc1cc(OC)c(N2CC(C(=O)NCCC3=CCCCC3)CC2=O)cc1Cl (stereo not given)
    ? | ? | -2%
CCOc1ccc(-c2noc(=O)[nH]2)cc1
    -2% | -9% | -5%
COc1ccc(NC(=O)c2c(-c3c(Cl)cccc3Cl)noc2C)c(OC)c1
    ? | ? | -3%
CC(NC(=O)OCc1ccccc1)C(=O)NCC1CCCO1 (stereo not given)
    -14% | -11% | -2%
C/C(=N\NC(=O)c1ccc(NS(=O)(=O)c2cccs2)cc1)c1ccc2c(c1)OCO2
    ? | ? | 1%
COc1cc(/C=C2/C(=O)N(c3ccc([N+](=O)[O-])cc3)N=C2N2CCOCC2)ccc1O
    ? | ? | -15%
O=C(NCC1(N2CCCCC2)CCCCC1)c1cccc(S(=O)(=O)Nc2ccc(F)cc2)c1
    ? | ? | -1%
CC(=O)c1ccc(C(=O)Nc2nnc(-c3ccc(Cl)cc3)o2)cc1
    9.2µM* | 9.2µM* | -10%
COC(=O)C(C(=O)OC)C(CC(=O)c1ccc(C)cc1)c1cc(OC)c(OC)c(OC)c1 (stereo not given)
    -20% | -5% | 0%
N/C(=N\OC(=O)COc1cc(Cl)c(Cl)cc1Cl)c1ccccn1
    -5% | -2% | -3%
COc1cc(=O)n2c(c1C(=O)NCc1ccco1)CCN(C(=O)c1cccnc1SC)CC2
    -5% | 12%[9.04 µM] | /
COc1ccc2nc(NC(=O)c3cc(=O)c4ccccc4o3)sc2c1
    -25% | -2% | -9%
O=C1CC(c2ccsc2)Sc2ccccc2N1 (stereo not given)
    -25% | 0% | -5%
Brc1ccccc1-c1nnc2sc(Cc3ccccc3)nn12
    -10% | -26% | -10%
O=C(/C=C/c1ccccc1)OCc1cnc(Cl)s1
    1% | -3% | -7%
COc1ccccc1CNC(=O)c1cn(C)c(=O)c2cc(OC)c(OC)cc12
    21µM* | 18µM* | -7%
COC(=O)C1OC(=O)C2O[C@@]23[C@]2(C)C(OC(C)=O)CC4C(C)(C)C(=O)CC[C@]4(C)C2CC[C@@]13C (stereo not given in full)
    -21% | -4% | 12%
CCSc1nc2sc3c(c2c(=O)n1CC)CCC3
    -67% | ? | -2%
CS(=O)(=O)NCC(c1ccco1)N1CCN(c2ccccc2)CC1 (stereo not given)
    -16% | -12% | 1%
O=C(/C=C/c1cccc(F)c1)N1CCN(c2ccccn2)CC1
    -3% | -24% | -5%
COc1ccc(N2CCN(CC(=O)Nc3ccc(C)cc3Br)CC2)cc1
    -10% | -3% | /
COc1cc2c(cc1OC)CN(CC(=O)Nc1ccc(C)c(S(=O)(=O)N3CCOCC3)c1)CC2
    ? | 4% | -16%
Cc1nn(-c2ccccc2)c(OC(=O)c2ccccc2Br)c1S(=O)(=O)c1ccccc1
    -20% | -11% | -9%
Nc1nc(SCc2nnc(SCC(=O)O)n2-c2ccccc2)nc2sc3c(c12)CCCC3
    -21% | 1% | 3%
CC1=C(C(=O)OCc2ccccc2)C(/C=C/c2ccccc2)NC(=S)N1 (stereo not given)
    29µM* | 16µM* | -14%
CCOC(=O)C1CCN(C(=O)c2cc3cc(Br)ccc3oc2=O)CC1
    5% | 5% | 17%
O=C(c1ccc(Cl)cc1)c1cccc(O)c1
    ? | ? | /
COc1cccc(OC)c1C(=O)Nc1sc2c(c1C(N)=O)CCCC2
    -2% | 4% | /

# Quoted at random: 3 records from the list, in no set order.
# Order of values – DT40 TDP1 no CPT | TDP1 cell CPT | KAT2A inh
COc1ccc(NC(=O)c2c(-c3c(Cl)cccc3Cl)noc2C)c(OC)c1
    ? | ? | -3%
CS(=O)(=O)NCC(c1ccco1)N1CCN(c2ccccc2)CC1 (stereo not given)
    -16% | -12% | 1%
C/C(=N\NC(=O)c1ccc(NS(=O)(=O)c2cccs2)cc1)c1ccc2c(c1)OCO2
    ? | ? | 1%

# Reprinted from above for reference:
# Order of values – DT40 TDP1 no CPT | TDP1 cell CPT | KAT2A inh
CC(C)Oc1cccc(C(=O)C2CCCN(C(=O)c3cncs3)C2)c1 (stereo not given)
    -19% | ? | ?
CCN(Cc1nc(-c2ccc(OC)c(OC)c2)no1)C(=O)c1ccoc1C
    -19% | -16% | 0%
COc1cc(OC)c(N2CC(C(=O)NCCC3=CCCCC3)CC2=O)cc1Cl (stereo not given)
    ? | ? | -2%

# Compound profiles, from the list above.
# Record of `Brc1ccccc1-c1nnc2sc(Cc3ccccc3)nn12` = DT40 TDP1 no CPT: -10%; TDP1 cell CPT: -26%; KAT2A inh: -10%
# Record of `COc1ccccc1CNC(=O)c1cn(C)c(=O)c2cc(OC)c(OC)cc12` = DT40 TDP1 no CPT: 21µM*; TDP1 cell CPT: 18µM*; KAT2A inh: -7%

# The list goes on.
# Order of values – DT40 TDP1 no CPT | TDP1 cell CPT | KAT2A inh
CN(C(=O)COC(=O)c1cc(=O)[nH]c2ccccc12)c1c(N)n(Cc2ccccc2)c(=O)[nH]c1=O
    -8% | -13% | -2%
CC(C)(C)NC(=O)CN(Cc1cccs1)C(=O)CN1C(=O)C(=O)c2ccccc21
    ? | ? | 0%
COc1ccc(N(CC(=O)Nc2ccccc2C(=O)N2CCCC2)S(=O)(=O)c2ccccc2)cc1
    16µM* | 21µM* | -15%
COc1ccc(CN(C(=S)Nc2ccccc2)C2CC(=O)N(c3ccc(Cl)cc3)C2=O)cc1 (stereo not given)
    -28% | ? | 0%
N#Cc1cc2c(nc1SCC1COc3ccccc3O1)CCC2 (stereo not given)
    -4% | -5% | -14%
O=C1CN(c2ccc(Cl)cc2)C(=O)CN1NC(=S)Nc1ccc(Cl)cc1
    -8% | -2% | 3%
COc1cc(CN2CCN(C(=O)c3ccccc3F)CC2)cc(OC)c1OC
    ? | -5% | -8%
CC(C)(C)c1ccc(NC(=O)c2cc(C3CCCN(C(=O)CCc4ccccc4)C3)on2)cc1 (stereo not given)
    12µM* | 8.2µM* | /
CC(C)(C)OC1NS(=O)(=O)OCC1NCOC(Cl)(Cl)Cl (stereo not given)
    3.7µM* | 3.3µM* | -6%
O=C(CN1CCN(CC(=O)Nc2ccccc2F)CC1)Nc1ccc(Cl)c(C(F)(F)F)c1
    6.5µM* | 7.3µM* | 2%
CCOc1cc(C(=O)NCc2ccc(C)cc2)ccc1OCC(=O)N1CCOCC1
    -20% | -18% | 1%
COc1ccc(C)cc1C(=O)CCC(=O)Nc1ccccc1N1CCOCC1
    ? | ? | -3%
C/C(CC(=O)Nc1c(C)cc(C)cc1C)=N\NC(=O)Cc1ccccc1
    -7% | 6% | -4%
N#CC(C#N)=C1NC2(CCCCC2)Cc2ccccc21
    0% | -13% | -8%
COc1cc(-c2nc3cc(C)ccn3c2NC2CCCCC2)ccc1-c1ccc(C(C)=O)cc1
    7.3µM* | 13µM* | -13%
O=C(O)CSCNC(=O)C12CC3CC(CC(C3)C1)C2
    -2% | 4% | -4%
CC(C)NC(=S)N/N=C/c1ccc(C(C)(C)C)cc1
    10µM* | 13µM* | -11%
O=C(COc1ccccc1)Nc1cccc2c1CCCC2
    -12% | -27% | -19%
COc1ccc(Cl)cc1NC(=O)COC(=O)c1ccc(C)o1
    -22% | -5% | -1%
COc1cccc(C(=O)C[n+]2cccc3cc(OC)ccc32)c1
    -25% | 2% | -1%
COc1ccc(NC(=O)NC(C)c2ccc3c(c2)OCO3)c(OC)c1 (stereo not given)
    -20% | -3% | -4%
CC(=O)N1CC(C)Sc2ccc(S(=O)(=O)NC(C)c3ccccc3)cc21 (stereo not given)
    ? | ? | -6%
CC(=O)N1CCc2cc(Br)cc(S(=O)(=O)N3CCN(c4ccccn4)CC3)c21
    -12% | 0% | -3%
CC(=O)Nc1ccc(NC(=O)CSc2ccc([N+](=O)[O-])cn2)cc1
    -10% | 0% | 10%
CCCCOC(=O)c1ccc(NC(=S)NC(=O)c2ccco2)cc1
    ? | ? | 0%
COc1ccccc1OCC(=O)NNC(=O)Nc1ccccc1
    -6% | 10% | /
Cc1cc(OC(C)C(=O)NCCCn2ccnc2)c2c(C)cc(=O)oc2c1 (stereo not given)
    21% | -5% | -9%
O=C(NCCCN1CCOCC1)c1ccccc1NS(=O)(=O)c1ccc(F)cc1
    -3% | 18% | -8%
Cc1ccc(S(=O)(=O)N2CCN(CCc3ccncc3)CC2)cc1
    ? | -23% | -3%
CCOC(=O)[C@@H]1[C@H]2COc3cc(OC)ccc3[C@@H]2N2C(=O)N(c3cccc(F)c3)C(=O)[C@]12C
    -12% | -11% | 3%
Cc1ccccc1OCCCC(=O)Nc1ccc2c(c1)OCO2
    -19% | 1% | -11%
Cc1cccc(C)c1OCC(O)CNC(C)c1ccccc1 (stereo not given)
    5.2µM* | 3.7µM* | 0%
Cc1cc(N2CCN(C(=O)c3ccoc3)CC2)n2nc(-c3ccccc3)cc2n1
    18µM* | ? | /
CC(C(=O)NCc1cccs1)N1CCN(S(=O)(=O)c2ccc3c(c2)OCCCO3)CC1 (stereo not given)
    ? | ? | -2%
COc1cccc(N2C(=O)C(O)=C(C(C)=O)C2c2ccc(OC)c(OC)c2)c1 (stereo not given)
    -2% | -3% | -13%
Cc1cc2c(cc1C)N(C(=O)CCl)CCN2C(=O)CCl
    0.58µM* | 0.46µM* | /
